B2AR arrestin: recruits beta-arrestin to the human beta2-adrenergic receptor | P07550 | beta-arrestin recruitment to beta2AR, cell-based reporter | Potency, µM (doses to about 46.1 µM), inactives show at the highest dose activation, actives largely listed as activators | hit rate 0.02% among 330,000 | AID 492947;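 also: potency is read from the fitted curve at half-maximal effect; 0% = DMSO controls and full agonism = EC100 isoproterenol or metaproterenol; nearly all actives have a fitted effect of over 65% in size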
Target sequence (P07550 whole entry, looked up): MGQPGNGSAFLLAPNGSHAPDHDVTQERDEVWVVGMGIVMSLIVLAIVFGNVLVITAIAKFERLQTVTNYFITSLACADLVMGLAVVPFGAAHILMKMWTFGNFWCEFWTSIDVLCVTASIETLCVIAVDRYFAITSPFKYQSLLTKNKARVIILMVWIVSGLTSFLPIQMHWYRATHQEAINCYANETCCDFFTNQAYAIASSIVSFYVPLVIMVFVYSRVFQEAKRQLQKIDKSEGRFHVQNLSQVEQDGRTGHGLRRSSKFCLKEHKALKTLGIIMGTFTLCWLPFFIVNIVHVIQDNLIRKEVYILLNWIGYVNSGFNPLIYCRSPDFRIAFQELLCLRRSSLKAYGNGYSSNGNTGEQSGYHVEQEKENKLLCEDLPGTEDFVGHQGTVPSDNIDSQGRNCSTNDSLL
Giardia kill: kills Giardia lamblia; Giardia lamblia trophozoite viability; activity change, % at 7.66 µM, hits read low; hit rate 0.15% among 340,000; AID 540267; in the data active = activity change below about -80%; inconclusive = between about -30% and that limit;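 also: parasites exposed to compound for two days anaerobically before the ATP read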
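Luminescence from cellular ATP indicates surviving trophozoites (100 cells/well) following 48 hrs anaerobic compound treatment at 37 deg C; signal develops 15-30 min at room temperature.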
KCNH2 WT inh: blocks the wildtype human KCNH2 potassium channel | Q12809 | U2OS, BacMam KCNH2, thallium flux FluxOr; hits give low values | activity change, % at 1.84 µM | hit rate 0.37% among 340,000 | AID 720551;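 active = maximum activity change below -70%; inconclusive = maximum activity change between -70% and -50%; inactive = maximum activity change above -50%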
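U2OS cells were transduced with wild-type KCNH2 virus (2.03 x 10^8 / mL) for 4 h at room temperature, then cultured overnight at 37 C. Thallium flux was read with FluxOr dye. Rate constants were normalized to DMSO controls.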
Eya2 phos inh: inhibitors of human Eya2 phosphatase activity | Potency, µM (series often up to 76.9 µM), inactives show at the top dose activity, negative = inhibition, actives largely listed as inhibitors | hit rate 0.006% among 330,000 | O00167 | AID 488837 | recombinant Eya2, OMFP fluorescence dephosphorylation (OMFP is methylfluorescein phosphate); also: potency is read from the fitted curve at half-maximal effect
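Eya2 protein (added as 0.2 uM solution) was preincubated with compound for 10 min at ambient temperature in 50 mM HEPES pH 7.5, 50 mM NaCl, 5 uM MgCl2, 0.05% BSA, 1 mM DTT. OMFP (added at 50 uM) then reacted 10 min; fluorescence read at 485/525 nm.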
Chronic BCR inh: blocks chronic active B-cell receptor signaling; ABC-DLBCL IkBa-CBG/CBR reporter, luminescence ratio, 4 h; Potency, µM (titrated, usually from 46.1 µM), for inactives: at the highest dose ratio change, negative = lower green/red ratio, usual class: inhibitors; hit rate 0.05% among 340,000; active = well fitted inhibition curve with a large enough effect in the signal ratio, with a control signal flat, not every such curve was filed as active; inconclusive = small, poorly fitted or top-dose-only effect, or effect the other way, or a change in a side signal; the % refers to the signal ratio;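 also: potency is read from the fitted curve at half-maximal effect; plate controls were basal doxycycline-induced cells for no effect and cells given 10 µM MG132 for full effect; MG132 reads +100%, hits lower the ratio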
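Cell line TMD8 (human ABC DLBCL), stably expressing tet-inducible CBG68-IkBa fusion and CBR; IMDM/0.5% FBS; cpd up to 46 uM; dox induction, 4 h, 37C/5% CO2; dual luminescence; green/red ratio; MG132 control.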
KCNH2 3.1 block: KCNH2 3.1 (human) potassium channel inhibition; U2OS KCNH2 3.1, thallium flux FluxOr; hits give low values; activity change, % (tested at about 1.8 µM); hit rate 0.95% among 340,000; AID 720553;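 active = maximum activity change below -70%; inconclusive = maximum activity change from -70% to -50%; inactive = maximum activity change above -50%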;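 also: thallium influx rate constant from kinetic fluorescence after stimulation buffer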
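U2OS cells transduced with KCNH2 3.1 mutant virus (1.77 x 10^8 /mL, 4 h), plated overnight at 37 C, loaded 45 min with FluxOr dye plus Red40 quencher. Thallium flux rate constant from kinetic reads after stimulation buffer, normalised to controls.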
PKM2 act: PKM2 (human) enzyme activation | Potency, µM (doses to about 57.5 µM), for the others: at the top dose activation, usual class: activators | purified PKM2, Kinase-Glo ATP luminescence, activation; response scale: 0% is enzyme alone, no compound | hit rate 0.34% among 260,000; also: potency is read from the fitted curve at half-maximal effect; nearly all actives have a fitted effect of over 55% in size
Target sequence (P14618 whole entry, looked up): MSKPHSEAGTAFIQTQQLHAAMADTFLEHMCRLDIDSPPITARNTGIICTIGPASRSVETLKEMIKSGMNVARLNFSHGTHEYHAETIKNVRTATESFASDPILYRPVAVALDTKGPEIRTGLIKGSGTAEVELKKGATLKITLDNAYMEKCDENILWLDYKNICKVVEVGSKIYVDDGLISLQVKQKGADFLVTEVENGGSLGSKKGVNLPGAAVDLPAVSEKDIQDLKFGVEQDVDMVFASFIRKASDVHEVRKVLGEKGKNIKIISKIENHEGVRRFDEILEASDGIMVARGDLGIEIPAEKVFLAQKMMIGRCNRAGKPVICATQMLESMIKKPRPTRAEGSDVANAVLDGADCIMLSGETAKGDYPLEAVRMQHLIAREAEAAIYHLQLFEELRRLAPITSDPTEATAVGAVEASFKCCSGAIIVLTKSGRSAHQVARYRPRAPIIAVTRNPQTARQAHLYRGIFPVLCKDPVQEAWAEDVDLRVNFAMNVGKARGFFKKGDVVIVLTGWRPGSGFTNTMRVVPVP
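ATP formation by purified human PK-M2, quantified via coupled luciferase luminescence after 1 h at room temperature with 0.1 mM ADP and 0.5 mM PEP final.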
uPA surface inh: inhibitors of cell surface uPA generation; cell surface uPA generation assay, qHTS; Potency, µM (series often up to 38.3 µM), for the others: top-dose activity change, negative = inhibition, hits mostly inhibitors; hit rate 0.31% among 330,000; AID 540303; active = well fitted inhibition curve with a large enough effect; inconclusive = small, poorly fitted or top-dose-only effect; inactive = no such curve, though single readings can be large or run the other way; tested in mouse RAW 264.7 cells; also: potency is read from the fitted curve at half-maximal effect; nearly all actives have a fitted effect of over 55% in size
FBPA coupling cs: coupling enzyme interference in Giardia aldolase counter-screen | coupling enzyme system counterscreen, AmpLite Red fluorescence | activity change, negative = inhibition, % at 58.2 µM, hits read low | hit rate 0.67% among 290,000; in the data active = activity change below about -30%
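Activity here indicates interference with the coupling reaction, not aldolase inhibition. Compounds at 57.5 uM final met coupling enzymes for 10 min at RT; substrate and AmpLite Red detection followed, with a 525/598 nm fluorescence read after 20 min.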
USP2a block: inhibitors of human ubiquitin-specific protease USP2a | USP2 core, Ub-CHOP2 coupled fluorogenic reporter, 485/531 | Potency, µM (titrated, usually from 38.3 µM), for inactives: at the highest dose activity change, negative = inhibition, most hits filed as inhibitors | hit rate 0.01% among 330,000;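 also: potency is read from the fitted curve at half-maximal effect; plate controls were DMSO wells for no effect and full inhibition by NEM control for full effect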
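Deubiquitinase activity read as fluorescence (485/531 nm) after Ub-CHOP2 cleavage activates the enterokinase reporter on its substrate; USP2 core 10nM, Ub-CHOP2 and substrate 25nM each, 30min compound preincubation then 60min RT; data normalized to NEM, curves fitted.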
GALK inh: galactokinase (human) inhibition | P51570 | Purified GALK, Kinase-Glo residual ATP luminescence | Potency, µM (series often up to 57.5 µM), inactives show at the highest dose activity change, negative = inhibition, usual class: inhibitors | hit rate 0.007% among 270,000 | AID 1868; also: potency is read from the fitted curve at half-maximal effect
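ATP-depletion format; final 35 uM ATP, 100 uM D-galactose, 5 nM enzyme; pH 8.0 HEPES/Mg2+ buffer; 60 min RT; luminescence read 10 min after detection reagent.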
Starred values were filed as active, the others as inactive; i = inactive; ? = inconclusive; . = no result given. Unless noted, calls follow the shape of the dose curve; as a rule, active = well fitted curve in the direction sought with a large enough effect; inconclusive = small, poorly fitted or top-dose-only effect, or another doubt; inactive = no such curve, though single readings can be large; an effect the other way counts as inactive or inconclusive. Unless noted, % is scaled to controls: 0 for no effect and ±100 for the full control effect.

SMILES	B2AR arrestin	Giardia kill	KCNH2 WT inh	Eya2 phos inh	Chronic BCR inh	KCNH2 3.1 block	PKM2 act	uPA surface inh	FBPA coupling cs	USP2a block	GALK inh
O=Cc1ccc(-c2cc(Cl)ccc2Cl)[nH]1	-0.3%	-18	1	6%	-1%	-13	-11%	-2%	0	0%	3%
CCN(CC)c1nc(Oc2ccc(C(=O)OC)cc2)nc(N2CCOCC2)n1	-0.1%	17	-6	8%	-2%	5	-2%	3%	3	1%	0%
COc1ccc(CN2CCN(Cc3csc(C(C)=O)c3)CC2CCO)c(C)c1C (configuration not stated)	0.0%	-15	i	-28%	-27%	12	-3%	-3%	-1	-2%	6%
Cc1ccc(OCCCN2CCOCC2)c([N+](=O)[O-])c1	1.0%	1	-4	4%	?	-16	-1%	-2%	1	2%	1%
Cc1onc(-c2ccccc2Cl)c1C(=O)N1CCN(c2ccccc2)CC1	0.1%	18	17	1%	2%	-11	-3%	-17%	-1	1%	0%
CC(=O)Nc1cc(-c2nn(C)c(=O)c3ccccc23)ccc1N1CCCCC1	-0.8%	29	-4	9%	0%	-4	6%	4%	-1	6%	0%
CCNC(=O)CN(c1ccccc1OC)S(=O)(=O)c1cccs1	0.0%	10	6	1%	0%	1	-10%	-5%	0	2%	-1%
Cc1ccccc1N(CC(=O)NCCSCc1ccccc1)S(C)(=O)=O	0.0%	-5	-8	2%	0%	-5	5%	7%	1	2%	0%
O=C(CC(NS(=O)(=O)c1ccc(Cl)cc1)c1ccco1)NCc1ccco1 (configuration not stated)	-0.1%	-16	12	6%	12%	7	-1%	-3%	4	1%	-1%
CC1(C)Cc2c(cnn2-c2ccccc2)C(NC(=O)CCc2ccc(=O)[nH]n2)C1 (configuration not stated)	-0.7%	-8	0	8%	-4%	-4	-2%	5%	1	1%	7%
CC(C)C(=O)Nc1ccc(N2CCCC2)c(Cl)c1	-0.2%	7	1	-1%	?	-14	0%	3%	2	0%	3%
COc1cc(COCC(O)CN2CCOCC2)cc(OC)c1OC (configuration not stated)	0.0%	-4	6	-2%	2%	-2	5%	2%	5	1%	5%
COc1ccc(CNC(=O)C2CCC(CNS(=O)(=O)c3ccccc3)CC2)cc1 (configuration not stated)	-1.0%	-7	1	3%	-2%	2	.	-1%	0	4%	.
Cc1ccc2oc(C(=O)N3CCN(Cc4nccn4C)CC3)c(C)c2c1	-0.3%	19	-10	11%	-18%	7	.	6%	.	1%	7%
O=C(Cc1cccs1)NNC(=O)c1ccccc1Cl	-0.9%	-2	-1	-20%	-2%	-7	.	-7%	.	-6%	.
O=C(NCCCN1CCCCC1)c1ccc2c(=O)n(CCc3ccccc3)c(=O)[nH]c2c1	-0.1%	-9	19	0%	1%	7	-3%	-3%	0	2%	1%
CCOC(=O)C1=C(C)NC(C)=C(C(=O)OCC)C1c1cc(N)ccc1OC(F)F	-0.6%	-6	0	-14%	?	16	10%	2%	-26	-4%	0%
Cc1ccc(S(=O)(=O)Nc2cccc(-c3ccc4nncn4n3)c2)cc1	0.3%	-8	1	20%	?	13	.	-8%	.	0%	.
O=[N+]([O-])c1cccc2c1ccc1ncccc12	0.0%	4	6	-3%	8%	8	.	-2%	-2	1%	-2%
COc1ccc(N2CCN(C(=O)c3cc4c(-c5ccc(Cl)cc5)nn(C)c4s3)CC2)cc1	7.9%	7	8	3%	?	-4	3%	5%	0	0%	1%
COc1cc(NC(=O)CN(C)S(=O)(=O)c2ccc3c(c2)CCC(=O)N3)cc(OC)c1	-0.6%	20	-16	0%	-2%	1	8%	6%	-1	0%	0%
Cc1ccc(-c2nnc(SCC(=O)Nc3nccs3)n2N)cc1	-1.1%	15	3	-2%	19%	-8	8%	-2%	5	-1%	0%
O=C(O)C1CCCN1C(=O)OCc1ccccc1 (configuration not stated)	0.2%	-19	-10	5%	0%	7	3%	6%	-1	2%	-2%
CCCCCN(C(=O)CCC(=O)OCC(=O)c1c(C)cc(C)cc1C)c1c(N)n(CCCC)c(=O)[nH]c1=O	0.4%	29	6	-3%	5%	6	.	-7%	.	4%	.
O=C(CN1C(=O)NC2(CCCCCC2)C1=O)N1CCN(S(=O)(=O)c2ccccc2)CC1	0.0%	4	-15	0%	0%	2	0%	-9%	0	2%	0%
CCOC(=O)Cc1csc(NC(=O)c2ccc(Br)o2)n1	-1.1%	13	-12	-7%	?	-11	2%	2%	1	1%	1%
CCCCOc1ccc(-c2nnn(C(C)C(=O)OCC)n2)cc1 (configuration not stated)	0.4%	4	-20	-30%	20%	18	5%	4%	-1	-12%	-3%
Cc1ccc(-c2nc3cc(N)ccc3o2)cc1	-0.1%	?	-32	2%	0%	-7	2%	-14%	-2	0%	2%
O=C(CC1(O)C(=O)N(Cc2cccc3ccccc23)c2ccccc21)c1cccnc1 (configuration not stated)	0.5%	-17	-10	-17%	?	-7	3%	.	-13	-10%	0%
O=C(Nc1ccccc1)N1CC=C(c2ccc(F)cc2)CC1	-0.4%	-6	-1	-23%	?	-12	-12%	2%	-4	2%	-1%
COc1cccc(C2C=C(Nc3ccccc3)C(=O)N2c2ccccc2)c1 (configuration not stated)	?	-7	-4	1%	?	18	-18%	0%	-10	-13%	4%
COc1cccc(CNC(=O)C(=O)NCC2OCCCN2S(=O)(=O)c2cc(C)ccc2C)c1 (configuration not stated)	0.5%	-4	-5	-22%	?	.	4%	-4%	.	2%	-6%
COc1ccccc1N1CCN(C(=O)Cn2cnc3c2c(=O)n(C)c(=O)n3C)CC1	0.1%	-8	-4	-10%	-17%	-3	-3%	-1%	-1	-7%	3%
CCCc1cc(C(=O)NC2CCCC2)no1	-0.3%	8	0	6%	?	9	-6%	-8%	0	0%	4%
CCN(CC)c1nc(-c2ccccn2)nc(-c2ccccc2)c1C#N	0.1%	10	1	-2%	-18%	19	-3%	-14%	5	4%	8%
CCSc1nc(-c2ccccc2)c2cc(Cl)ccc2n1	-0.1%	4	-11	2%	0%	6	2%	0%	-1	0%	-5%
O=C(NN=C1C2CC3CC(C2)CC1C3)c1cccc(S(=O)(=O)N2CCOCC2)c1	2.2%	10	-2	3%	-7%	-6	0%	2%	1	2%	-1%
CC(CN1CCOCC1)OC(=O)c1ccc(C(C)(C)C)cc1 (configuration not stated)	-0.6%	12	0	-4%	6%	6	8%	-16%	2	1%	6%
CCO[C@@H]1OC(C(=O)N2CCCCCCC2)=C[C@H](C2CCCCC2)[C@H]1CCCO	-0.2%	4	2	-15%	?	-19	1%	11%	-2	1%	0%
Cc1ccc(S(=O)(=O)n2nc(OC(=O)C3CCCCC3)cc2N)cc1	-0.5%	-11	-2	-20%	-12%	4	-6%	-1%	2	-1%	0%

Just Chronic BCR inh and PKM2 act, for four of the compounds above:
| Molecule | Chronic BCR inh | PKM2 act |
| --- | --- | --- |
| COc1ccccc1N1CCN(C(=O)Cn2cnc3c2c(=O)n(C)c(=O)n3C)CC1 | -17% | -3% |
| CCCc1cc(C(=O)NC2CCCC2)no1 | ? | -6% |
| CCN(CC)c1nc(-c2ccccn2)nc(-c2ccccc2)c1C#N | -18% | -3% |
| CCSc1nc(-c2ccccc2)c2cc(Cl)ccc2n1 | 0% | 2% |

Later entries
SMILES	B2AR arrestin	Giardia kill	KCNH2 WT inh	Eya2 phos inh	Chronic BCR inh	KCNH2 3.1 block	PKM2 act	uPA surface inh	FBPA coupling cs	USP2a block	GALK inh
Cc1ccc(CC2C(=O)N(c3cc(C)ccc3C)C(=O)C2C)cc1 (configuration not stated)	0.1%	-19	-9	-7%	4%	-6	20%	2%	1	0%	7%
O=C(OCn1nnc2ccccc2c1=O)c1cccnc1	-0.1%	5	0	6%	0%	3	-1%	6%	2	-1%	-2%
COc1ccc(C(=O)Nc2nnc(S(=O)(=O)N(C)Cc3ccccc3)s2)cc1	0.0%	-2	-2	6%	1%	-15	.	-6%	-7	-1%	5%
Cc1ccc2nc(NC(=O)C(NS(=O)(=O)c3cccc4nsnc34)C(C)C)sc2c1 (configuration not stated)	-0.3%	7	-2	-11%	11%	6	10%	4%	-3	2%	0%

Entries of single compounds, looked up by structure. Screens in order: B2AR arrestin	Giardia kill	KCNH2 WT inh	Eya2 phos inh	Chronic BCR inh	KCNH2 3.1 block	PKM2 act	uPA surface inh	FBPA coupling cs	USP2a block	GALK inh
Shown for `Cc1ccc(CC2C(=O)N(c3cc(C)ccc3C)C(=O)C2C)cc1` (configuration not stated) : 0.1%	-19	-9	-7%	4%	-6	20%	2%	1	0%	7%
Shown for `Cc1ccc2nc(NC(=O)C(NS(=O)(=O)c3cccc4nsnc34)C(C)C)sc2c1` (configuration not stated) : -0.3%	7	-2	-11%	11%	6	10%	4%	-3	2%	0%
Shown for `COc1ccc(C(=O)Nc2nnc(S(=O)(=O)N(C)Cc3ccccc3)s2)cc1` : 0.0%	-2	-2	6%	1%	-15	.	-6%	-7	-1%	5%
